Dengue-2 NS5 capping – flavivirus cap methylation enzyme inhibition – biochemical, confirmation dose response, primary screen (AID 588689). inhibition, % at 25 µM, or IC50 in µM where a hit was titrated. 340,000 compounds, 0.3% hits. Dengue-2 NS5 methyltransferase capping enzyme assay, biochemical; higher % means a stronger effect; in the data active means a potency from the dose series
HIV peptide binding – cell-free HIV fusion peptide-binding blockers – biochemical, uHTS, fluorescence dequenching, primary screen (AID 1986) | cell-free peptide binding, fluorescence dequenching, 30 min; higher % means a stronger effect | inhibition, % at 20 µM, or IC50 in µM where a hit was titrated | 290,000 compounds, 0.3% hits; in the data active means inhibition mostly above about 52%, no sharp cut-off; inactive means mostly below about 76%; further: some results filed as inactive read as strong as hits
RSV CPE inhibition – RSV antiviral activity via CPE protection, HEp-2 cells, primary 10 µM value included (AID 2391); 310,000 compounds, 0.13% hits; HEp-2 cells, RSV-induced CPE inhibition; higher % means a stronger effect; one-dose CPE inhibition, % at 10 µM; IC50 in µM for titrated hits; in the data active means a potency from the dose series; further: strong numbers were not always called active
Rac1 GTP hydrolysis – MgcRacGAP GTPase-activating activity inhibitors, confirmation, biochemical, ADP Hunter fluorescence | one-dose inhibition, % at 30 µM; IC50 in µM for titrated hits | 340,000 compounds, 0.6% hits | AID 624330 | MgcRacGAP-stimulated Rac1 GTP hydrolysis, ADP Hunter fluorescence; higher % means a stronger effect; GST-tagged Rac1 F28L mutant substrate;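 active means first-screen hits whose inhibition reached a set limit at any dose in the follow-up dose series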;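 further: fluorescence reports GDP produced by GAP-driven GTP hydrolysis; strong numbers were not always called active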
GPR35 antagonists – GPR35 antagonists blocking zaprinast-driven arrestin recruitment, primary screen, imaging, U2OS, beta-arrestin-GFP, zaprinast agonist (AID 2058). U2OS GPR35 beta-arrestin-GFP translocation imaging, zaprinast antagonism; higher % means a stronger effect. inhibition, % at 10 µM, or IC50 in µM where a hit was titrated. 290,000 compounds, 0.052% hits;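 active means inhibition of at least 50% with at least 30 cells and total cytoplasm GFP at most 10,000,000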
Salmonella PhoP GFP – PhoP-dependent GFP reporter repression – Salmonella Typhimurium, primary screen (AID 1863). 300,000 compounds, 0.16% hits. S. Typhimurium PhoP-regulated promoter GFP reporter, 4 h; higher % means a stronger effect. inhibition, % at 50 µM, or IC50 in µM where a hit was titrated;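 active means inhibition over 29.93%, a cutoff 3 SD above the screen mean, later confirmed by dose response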;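 further: 0% = low Mg2+ inducing control and 100% = high Mg2+ repressing control; strong numbers were not always called active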
GPR55 antagonists – GPR55 antagonists blocking LPI-driven arrestin recruitment, primary screen, imaging, U2OS, beta-arrestin-GFP, LPI agonist (AID 2013). U2OS GPR55 beta-arrestin-GFP translocation imaging, LPI antagonism; higher % means a stronger effect. inhibition, % at 10 µM; hits with a dose series show IC50 in µM. 290,000 compounds, 0.13% hits;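 active means spots per cell inhibited over 60%, with over 100 cells counted and total cytoplasm intensity under 500,000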;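 further: U2OS cells stably carrying GPR55 and arrestin-GFP stimulated by 5 µM LPI near EC80; imaged beta-arrestin-GFP aggregate spots per cell after agonist stimulation; plate controls were LPI-stimulated DMSO wells for no effect and DMSO wells without LPI for full effect; some results filed as inactive read as strong as hits; confirmed hits need IC50 under 10 µM and bright autofluorescent wells are also inconclusive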
K1F lysis inhibition – inhibition of K1F phage lysis, E. coli UTI89, bacterial capsule biogenesis inhibitors, alamar blue (AID 488966) | E. coli UTI89 K1F phage lysis, alamar blue, 2 h; higher % means a stronger effect | inhibition, % at 100 µM, or IC50 in µM where a hit was titrated | 340,000 compounds, 0.02% hits;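 active means phage lysis inhibition, versus mean bacterial control, above a set limit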;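 further: capsule biogenesis inhibitors block K1F phage lysis so surviving cells raise fluorescence; higher fluorescence means more inhibition of phage lysis; actives were called in the ten point dose series up to 300 µM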
SV40 large T antigen – SV40 large T antigen inhibitors, biochemical (AID 1903); SV40 large T antigen ATPase/helicase inhibition assay; higher % means a stronger effect; one-dose inhibition, % at 20 µM; IC50 in µM for titrated hits; 310,000 compounds, 0.39% hits; in the data active means a potency from the dose series; further: strong numbers were not always called active
Dengue-2 NS5 capping pilot replicate – second read-out of Dengue-2 NS5 capping, no call of its own (marks repeat the call); inhibition, %; measured here: pilot screen replicate inhibition
Starred values were filed as active, the others as inactive; nt = not tested or not shown; [ ] = another dose, or the depositor's remark.

SMILES	Dengue-2 NS5 capping	HIV peptide binding	RSV CPE inhibition	Rac1 GTP hydrolysis	GPR35 antagonists	Salmonella PhoP GFP	GPR55 antagonists	K1F lysis inhibition	SV40 large T antigen	others
O=C(CN1C(=O)CSc2ccccc21)Nc1ccccc1C(=O)N1CCOCC1	-6%	0.9%	-1.1%	4%	-5%	8%	-5%	7.5%	13%
CN(C)Cc1c(O)ccc2ccccc12	-4%	-2.4%	1.0%	8%	0%	-10%	11%	-0.6%	28%
CC(=O)c1cccc(OCC(=O)N(C)CC(=O)Nc2ccc(F)cc2)c1	nt	1.0%	0.3%	nt	8%	2%	-9%	nt	9%
CCCCOC(=O)c1ccc(OC(=O)c2cccnc2)cc1	-10%	-2.0%	0.6%	9%	-3%	3%	4%	0.2%	24%
CSc1sc(C(=O)O)c2c1C(=O)CCC2	nt	0.0%	1.3%	2%	4%	-2%	16%	0.1%	2%
CC1=NN(c2ccc(F)cc2)C(=O)C1C(c1cccc(O)c1)c1c(C)[nH]n(-c2ccc(F)cc2)c1=O (centres undefined)	56µM*	28%	-0.1%	3%	-11%	12%	nt	0.2%	1%
Cc1cccc(C(=O)Nc2ccc(O)cc2C(=O)O)c1	14%	0.7%	0.9%	8%	-3%	0%	2%	-0.6%	4%
Cn1c2c(c(=O)c3ccccc31)CCC(C)(C)O2	1%	0.8%	2.7%	5%	15%	-1%	-2%	2.0%[50 µM]	12%
COc1ccccc1C(=O)NC(CCSC)C(=O)N1CCC(Cc2ccccc2)CC1 (centres undefined)	-4%	nt	15%	7%	nt	-8%	nt	0.0%[50 µM]	4%
CCc1noc(C)c1C(=O)N(CC)CC(=O)Nc1ccccc1C(F)(F)F	0%	nt	-0.8%	3%	nt	-4%	nt	0.8%[50 µM]	16%
O=c1oc2ccccc2cc1-c1nnc(NCc2ccco2)s1	10%	1.2%	5.4%	7%	0%	-16%	-6%	0.7%	10%
CC1(C)CC(=O)C2=C(C1)N(CC1CCCO1)C(=O)C2(O)C(F)(F)F (centres undefined)	0%	0.3%	0.2%	-1%	12%	1%	1%	0.1%	12%

2 compounds picked at random from the list so far, as already listed:
SMILES	Dengue-2 NS5 capping	HIV peptide binding	RSV CPE inhibition	Rac1 GTP hydrolysis	GPR35 antagonists	Salmonella PhoP GFP	GPR55 antagonists	K1F lysis inhibition	SV40 large T antigen	others
O=C(CN1C(=O)CSc2ccccc21)Nc1ccccc1C(=O)N1CCOCC1	-6%	0.9%	-1.1%	4%	-5%	8%	-5%	7.5%	13%
COc1ccccc1C(=O)NC(CCSC)C(=O)N1CCC(Cc2ccccc2)CC1 (centres undefined)	-4%	nt	15%	7%	nt	-8%	nt	0.0%[50 µM]	4%

Next compounds:
SMILES	Dengue-2 NS5 capping	HIV peptide binding	RSV CPE inhibition	Rac1 GTP hydrolysis	GPR35 antagonists	Salmonella PhoP GFP	GPR55 antagonists	K1F lysis inhibition	SV40 large T antigen	others
COc1cccc(C(=O)Oc2ccc3ccc(=O)oc3c2)c1	1%	7.3%	-0.6%	-4%	1%	nt	-13%	-0.1%	18%
COc1ccc(CN2C(=O)CC(Cc3cc(C)cc(C)c3)C2=O)cc1OC (centres undefined)	-1%	-1.6%	3.8%	7%	19%	7%	0%	3.0%	7%
CCCCC/C=C/C1=CC(=O)C[C@H](c2ccc(OC)cc2)C1	-1%	nt	2.7%	4%	nt	nt	nt	0.4%	nt
COc1ccccc1CNC(=O)CN(C)S(=O)(=O)c1ccc2c(c1)n(C)c(=O)c(=O)n2C	-1%	-1.4%	0.6%	10%	0%	-2%	7%	0.4%	10%
COc1ccc(CCNC(=O)Cn2nnc(C(=O)Nc3cc(C)ccc3C)c2N)cc1OC	-12%	3.8%	4.7%	6%	4%	-4%	10%	0.1%	3%
CCC(C)NC(=O)CNC(=O)c1nn(-c2ccc(OC)cc2)c(=O)c2ccccc12 (centres undefined)	-5%	0.4%	2.2%	10%	-7%	-9%	4%	-0.1%	3%
COc1ccc(NC(=O)CSc2c3c(nc4ccccc24)CCC3)c(OC)c1	-4%	-1.0%	1.3%	8%	4%	-9%	7%	1.6%[50 µM]	-3%
O=C(C1CCCN1S(=O)(=O)c1ccc(Cl)cc1)N1CCOCC1 (centres undefined)	-5%	0.1%	0.3%	1%	-11%	8%	-5%	0.4%	-5%
O=C(NC1CCCCC1)c1cc2nc3c(c(C(F)(F)F)n2n1)CCCC3	2%	1.5%	-0.8%	-1%	-7%	17%	-16%	7.7%	6%
CCOC(=O)c1c(C)[nH]c(C(=O)N2CCCC(C(=O)c3cccc(OC)c3)C2)c1C (centres undefined)	9%	3.0%	2.2%	3%	-4%	1%	5%	-0.3%	5%
Cc1ccccc1C(=O)Nc1cccc(-c2ccc3nncn3n2)c1	-5%	0.7%	4.9%	7%	-4%	3%	5%	0.0%	1%
CC(C)OC(=O)CSc1nnc(-c2ccc(O)cc2)n1Cc1ccccc1	-3%	1.3%	0.7%	8%	1%	8%	7%	5.2%	12%

Structural class, the entries above with an aryl thioether with sulfur outside any ring
SMILES	Dengue-2 NS5 capping	HIV peptide binding	RSV CPE inhibition	Rac1 GTP hydrolysis	GPR35 antagonists	Salmonella PhoP GFP	GPR55 antagonists	K1F lysis inhibition	SV40 large T antigen	others
CSc1sc(C(=O)O)c2c1C(=O)CCC2	nt	0.0%	1.3%	2%	4%	-2%	16%	0.1%	2%
COc1ccc(NC(=O)CSc2c3c(nc4ccccc24)CCC3)c(OC)c1	-4%	-1.0%	1.3%	8%	4%	-9%	7%	1.6%[50 µM]	-3%
CC(C)OC(=O)CSc1nnc(-c2ccc(O)cc2)n1Cc1ccccc1	-3%	1.3%	0.7%	8%	1%	8%	7%	5.2%	12%

Continued:
SMILES	Dengue-2 NS5 capping	HIV peptide binding	RSV CPE inhibition	Rac1 GTP hydrolysis	GPR35 antagonists	Salmonella PhoP GFP	GPR55 antagonists	K1F lysis inhibition	SV40 large T antigen	others
COc1cc2c(=O)n(Cc3ccco3)c(=O)n(CC(=O)c3ccc(Br)cc3)c2cc1OC	10%	-0.1%	2.0%	7%	-10%	-4%	7%	-0.1%	7%
Cc1ccc(NC(=O)c2cnn(-c3ccccc3)c2NC(=O)c2ccco2)cc1	-9%	-1.3%	0.6%	6%	14%	-2%	18%	2.8%[50 µM]	8%
Cc1cc(N2CCOCC2)nc2ccc(NC(=O)CCC(=O)N3CCC(C)CC3)cc12	-6%	-0.8%	-0.2%	9%	8%	0%	3%	0.0%	4%	Dengue-2 NS5 capping pilot replicate=-3.4
Cc1onc(-c2c(Cl)cccc2Cl)c1C(=O)N1CCN(c2ncccn2)CC1	-14%	0.8%	7.2%	-1%	20%	8%	2%	0.0%	-4%
O=C1CCCC2=C1C(c1ccsc1)CC(=O)N2c1nnc(SCc2ccccc2)s1 (centres undefined)	1%	-1.0%	nt	5%	14%	-10%	1%	2.2%	3%
c1ccc(CNc2nc(-c3cccnc3)cs2)cc1	9%	-1.8%	1.7%	3%	0%	2%	8%	0.9%	19%
COc1ccccc1N(CC(=O)Nc1ccccc1C(=O)NCC(C)C)S(C)(=O)=O	-7%	0.3%	0.2%	-2%	-14%	6%	-3%	0.5%	0%
COc1ccc(NC(=O)c2cc3ccccn3n2)cc1	-5%	0.6%	6.8%	-7%	2%	-15%	-1%	1.9%	7%
COc1ccccc1NS(=O)(=O)c1cccc(C(=O)N2CCCCCCC2)c1	-7%	nt	1.9%	-1%	nt	-1%	nt	-2.3%	15%
Cc1ccc(S(=O)(=O)N2CCN(C(=S)NCc3ccc4c(c3)OCO4)CC2)cc1	-2%	1.3%	1.2%	8%	-12%	-1%	-12%	0.2%	12%
COc1ccc(NC(=O)C2COc3ccccc3O2)cc1S(=O)(=O)N1CCOCC1 (centres undefined)	-1%	nt	2.6%	2%	nt	nt	nt	0.3%[50 µM]	nt
O=C(N/N=C/c1ccccc1)c1ccc(CN2C(=O)c3cccc4cccc2c34)cc1	11%	2.0%	4.6%	0%	-17%	8%	5%	5.8%	7%

3 entries already listed, sorted by formula weight, highest first:
SMILES	Dengue-2 NS5 capping	HIV peptide binding	RSV CPE inhibition	Rac1 GTP hydrolysis	GPR35 antagonists	Salmonella PhoP GFP	GPR55 antagonists	K1F lysis inhibition	SV40 large T antigen	others
COc1cc2c(=O)n(Cc3ccco3)c(=O)n(CC(=O)c3ccc(Br)cc3)c2cc1OC	10%	-0.1%	2.0%	7%	-10%	-4%	7%	-0.1%	7%
COc1ccc(NC(=O)C2COc3ccccc3O2)cc1S(=O)(=O)N1CCOCC1 (centres undefined)	-1%	nt	2.6%	2%	nt	nt	nt	0.3%[50 µM]	nt
COc1ccc(NC(=O)c2cc3ccccn3n2)cc1	-5%	0.6%	6.8%	-7%	2%	-15%	-1%	1.9%	7%

The list continues.
SMILES	Dengue-2 NS5 capping	HIV peptide binding	RSV CPE inhibition	Rac1 GTP hydrolysis	GPR35 antagonists	Salmonella PhoP GFP	GPR55 antagonists	K1F lysis inhibition	SV40 large T antigen	others
C[C@@H](CN=[N+]=[N-])CN1CC[C@H](C(C)(C)C)CCC1=O	-13%	2.0%	-0.5%	10%	-6%	-3%	-2%	1.4%	5%
CC(C)c1ccc(/C=C/C(=O)NC2CCCCC2)cc1	0%	-1.1%	12%	10%	-2%	-3%	14%	4.2%	3%
Nc1c(-c2ccccc2)cnn1C1CCS(=O)(=O)C1 (centres undefined)	1%	2.0%	1.5%	0%	-3%	-9%	-3%	2.8%	2%
COC(=O)c1ccc(OCCOc2ccccc2C)cc1	-4%	-1.0%	4.3%	10%	6%	-2%	nt	0.7%	16%
COC(=O)[C@@H]1C[C@@H]2CC[C@@H](O)C[C@@H]2N1Cc1ccc(Cl)cc1	-10%	8.5%	2.0%	16%	0%	-5%	14%	1.1%	20%
COCc1cc(CN(C)C(=O)c2oc3c(F)cccc3c2C)[nH]n1	-7%	1.2%	3.8%	8%	-7%	3%	-19%	0.0%	1%
CC(C)(c1ccccc1)c1ccc(OCCN)cc1	-4%	0.1%	1.4%	9%	-2%	5%	-10%	0.5%	7%
COc1ccc(N2CCN(C(=O)C34CCC(C)(C(=O)C3)C4(C)C)CC2)cc1 (centres undefined)	4%	1.4%	-0.4%	22%	-12%	3%	-3%	-0.1%	10%
COC(=O)c1cc(NC(=O)CN2CCN(C(C)=O)CC2)cc(C(=O)OC)c1	-1%	0.1%	0.1%	3%	-4%	-3%	1%	0.7%	7%

Screens (PubChem)
